Source: PubChem (Sanford-Burnham Center for Chemical Genomics)
APJ agonist: agonists of human APJ apelin receptor. P35414. CHO-K1 APJ PathHunter beta-arrestin, luminescence; 0% DMSO wells, 100% apelin. activation, % at 20 µM. 330,000 compounds, 0.11% hits;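 active = activation more than six SD over the plate average, tested at 20 µM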;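 also: 0% = DMSO alone and 100% = apelin-13 at 10 nM; some results filed as inactive read as strong as hits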
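Assay system: CHO-K1 APJ beta-arrestin complementation cell line / Compound: single test compound dose, 20 µM final, 1% DMSO / Times: overnight seeding, 90 min compound at 25 °C, 1 h detection / Technique: beta-gal luminescence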
APJ antagonist: antagonists of human APJ apelin receptor | CHO-K1 APJ beta-arrestin complementation, luminescence | inhibition, % at 20 µM | AID 2521 | 330,000 compounds, 0.32% hits;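 active = inhibition above about 40% at 20 µM, limit read from the data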;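 also: cells challenged with 10 nM apelin-13 agonist together with compound; plate controls were apelin-13 plus DMSO wells for no effect and DMSO wells lacking apelin-13 for full effect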
CCR6 antagonist: CCR6 (human) receptor antagonism. P51684. CHO-K1 CCR6 PathHunter beta-arrestin, luminescence, CCL20-stimulated. inhibition, % at 20 µM. 340,000 compounds, 0.49% hits. AID 493098;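 active = compounds whose inhibition of the agonist-driven luminescence signal at 20 µM reaches about 50%, limit read from the data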;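 also: cells stimulated with CCL20 at 14 nM final; plate controls were DMSO with CCL20 for no effect and DMSO without agonist for full effect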
CXCR6 block: blocks human CXCR6 beta-arrestin recruitment. AID 602244. O00574. CHO-K1 PathHunter CXCR6 beta-arrestin, luminescence. 360,000 compounds, 0.36% hits. inhibition, % at 20 µM; in the data active = inhibition above about 34%, passing the limit was not always enough;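 also: antagonist mode with CXCL16 agonist at 10 nM final; 0% = 10 nM CXCL16 with DMSO and 100% = unstimulated wells without agonist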
tim23-1 inh: tim23-1 yeast growth inhibition; AID 463212; 330,000 compounds, 1.3% hits; S. cerevisiae tim23-1 growth, BacTiter-Glo luminescence, 24 h; inhibition, % at 20 µM;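 active = growth inhibition of the mutant yeast at or above 50%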;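 also: temperature-sensitive mutant grown at 25 °C; plate controls were DMSO-treated mutant yeast for no effect and medium wells lacking yeast for full effect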
UPR XBP1 act: activators of adaptive arm of unfolded protein response (XBP1). CHO-XBP1 luciferase reporter, IRE1-XBP1 UPR activation, luminescence; percent of tunicamycin response, DMSO as zero. activation, % at 20 µM. 330,000 compounds, 0.33% hits;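 active = versus positive control, 20 µM dose yields 30% or more activation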;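 also: 100% = tunicamycin at 10 µg/mL and 0% = DMSO only wells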
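Material: IRE1-XBP1 luciferase reporter CHO line / Quantity: one thousand reporter cells per well / Buffer or medium: F12 with 10% serum / Compound: 20 µM single concentration, DMSO 1% / Times: 6 h treatment, 37 °C / Detection: Steady-Glo luciferase glow luminescence, 10 min after reagent addition / Benchmarks: tunicamycin high, DMSO low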
EBI2 antag: EBI2 (human) antagonism. P32249. EBI2 beta-arrestin recruitment, luminescence, 7a,25-OHC stimulated. inhibition, % at 5 µM. 360,000 compounds, 0.81% hits; in the data active = inhibition above about 38%;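 also: enzyme fragment complementation signal reports receptor beta-arrestin coupling in cells; 0% = agonist plus DMSO wells and 100% = wells without agonist; some results beyond the cut were filed as inactive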
UPR CHOP act: apoptotic UPR (CHOP) activation; CHO-CHOP luciferase reporter, luminescence; percent of tunicamycin response over DMSO baseline; activation, % at 10 µM; 330,000 compounds, 0.34% hits; AID 449763;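 active = at 10 µM dose, activation of 40% or more, normalized to positive control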;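 also: 100% = tunicamycin at 10 µg/mL and 0% = DMSO alone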
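System: CHO-CHOP luciferase reporter cell line; amount: 500 cells/well; buffer or medium: F12 medium containing 10% fetal bovine serum; incubation: 6 h compound exposure at 37 °C after overnight seeding; measured by: luciferase luminescence after 10 min with Steady-Glo reagent; evaluation: % reporter activation, DMSO baseline versus tunicamycin full activation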
Mdm2 MdmX PPI: inhibitors of human Mdm2/MdmX interaction; 330,000 compounds, 3% hits; SaOS-2 split-luciferase Mdm2/MdmX complementation, luminescence; AID 485346; inhibition, % at 8 µM;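 active = inhibition of at least 50% at 8 µM in the primary screen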
Target sequence (O15151 whole entry, looked up): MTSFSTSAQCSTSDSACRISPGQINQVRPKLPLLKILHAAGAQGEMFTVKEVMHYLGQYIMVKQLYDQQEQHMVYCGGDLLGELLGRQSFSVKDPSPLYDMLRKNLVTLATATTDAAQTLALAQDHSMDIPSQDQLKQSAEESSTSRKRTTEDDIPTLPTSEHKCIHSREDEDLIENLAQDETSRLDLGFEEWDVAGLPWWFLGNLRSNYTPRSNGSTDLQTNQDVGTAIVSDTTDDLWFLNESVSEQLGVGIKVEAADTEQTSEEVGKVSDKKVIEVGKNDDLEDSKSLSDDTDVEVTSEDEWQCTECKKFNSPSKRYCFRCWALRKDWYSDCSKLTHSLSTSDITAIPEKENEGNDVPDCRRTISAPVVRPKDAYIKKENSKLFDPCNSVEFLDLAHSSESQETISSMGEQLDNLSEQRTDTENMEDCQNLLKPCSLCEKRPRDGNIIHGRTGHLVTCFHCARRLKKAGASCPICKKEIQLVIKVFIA
Target sequence (Q00987 whole entry, looked up): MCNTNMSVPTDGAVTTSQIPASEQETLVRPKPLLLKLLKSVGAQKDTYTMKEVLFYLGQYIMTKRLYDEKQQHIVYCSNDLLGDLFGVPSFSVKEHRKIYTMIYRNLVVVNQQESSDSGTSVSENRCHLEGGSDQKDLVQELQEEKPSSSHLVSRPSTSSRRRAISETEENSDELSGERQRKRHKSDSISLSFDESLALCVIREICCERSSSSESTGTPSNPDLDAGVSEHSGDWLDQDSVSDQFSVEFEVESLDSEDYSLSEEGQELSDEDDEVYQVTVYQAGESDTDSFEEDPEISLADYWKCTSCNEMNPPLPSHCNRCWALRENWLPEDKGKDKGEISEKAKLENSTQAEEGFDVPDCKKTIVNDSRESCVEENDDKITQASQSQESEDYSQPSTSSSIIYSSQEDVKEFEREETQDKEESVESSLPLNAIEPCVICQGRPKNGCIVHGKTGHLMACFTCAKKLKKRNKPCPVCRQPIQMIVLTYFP
The depositor's hits bear a star; nt = no result given.

Every second line gives: CXCR6 block	APJ antagonist	UPR XBP1 act	UPR CHOP act	tim23-1 inh	CCR6 antagonist	EBI2 antag	APJ agonist	Mdm2 MdmX PPI
CC(=O)c1cccc(CN2CCC(CO)(CCOc3ccccc3)CC2)c1
  6	-6	0	-0.9	-8	-2	9	-3	-11
COc1ccc(Nc2ncc3c(n2)CC(c2ccccc2)CC3=O)cc1 (configuration not stated)
  -4	1	5	1.4	25	8	33	0	21
NC(=O)Cn1nnc(-c2ccc(NC(=O)c3ccc(F)cc3)cc2)n1
  0	-3	-2	5.2	-19	8	-5	-2	-74
O=C(Nc1cnn(Cc2ccccc2)c1)c1cc2nc(-c3ccco3)cc(C(F)(F)F)n2n1
  -7	0	0	0.1	-2	15	8	1	16
CCN1CCC(=NNC(=O)CC23CC4CC(CC(C4)C2)C3)CC1
  6	24	1	-0.7	2	-12	1	14	8
O=C(Nc1cccc2ncccc12)c1ccco1
  -2	13	1	0.1	9	8	4	-2	5
CC1(c2nnc(-c3cccc(Cl)c3)o2)CC(c2ccc(C#N)cc2)=NO1 (configuration not stated)
  0	-16	-1	2.5	9	8	-7	2	15
O=C(N/N=C/c1cccs1)c1ccc2ccccc2c1
  6	-20	-6	1.7	44	-4	5	2	25
Nn1c(SCC(=O)N2CCCc3ccccc32)nncc1=O
  4	11	1	2.1	3	-2	-10	-3	10
Cc1cc(C)nc(NC(=O)NS(=O)(=O)Nc2ccc(Br)cn2)n1
  0	-11	0	1.9	9	0	-4	0	-5
CCN(CC)c1ccc(NC(=O)COC(=O)C2CCN(c3ccc(C(F)(F)F)cn3)CC2)cc1
  -8	13	-1	-0.6	10	1	2	0	19
Cc1nn(C)c(C)c1/C=N/NC(=O)C(C)(C)Oc1ccc(Cl)cc1
  4	16	-2	-1.3	5	-11	-2	-2	34
Cc1cc(Br)cnc1NC(=S)Nc1ccc(F)cc1F
  7	-6	-3	0.7	35	18	-5	-3	-11
Cc1ccc(C2(C(F)(F)F)NC(=O)N3CCN=C3S2)cc1 (configuration not stated)
  0	7	5	-1.3	34	-8	-17	-2	28
COc1ccccc1NS(=O)(=O)c1ccc(/C=C/C(=O)O)cc1
  0	-4	-2	-0.4	13	6	-9	0	3
CC(C)NC(=O)NNC(=O)Cn1nnc(-c2cccc(Cl)c2Cl)n1
  7	19	-2	2.9	12	9	-4	1	19
CCOC(=O)Nc1ccc2c(c1)N(C(=O)CN1CCN(C)CC1)c1ccccc1CC2
  0	-24	-3	-1.6	-2	-5	-1	0	7
O=C(/C=C/c1ccccc1)Nc1nc(-c2ccncc2)cs1
  -11	-11	5	2.4	-8	10	12	-2	19
CN(C1CCCCC1)S(=O)(=O)c1ccc(=S)[nH]c1
  1	-13	0	-1.0	26	-11	8	0	-20
CCOC(=O)C1=C(c2ccccc2)NC(SCC(=O)Nc2ccc(C)cc2)=C(C#N)C1c1ccco1 (configuration not stated)
  4	11	0	3.6	5	21	18	-2	34
Cc1cccc(N(Cc2ccccc2)C(=O)c2ccc(C)c(S(=O)(=O)N3CCOCC3)c2)c1
  3	3	-3	0.7	23	8	7	-6	21
O=C(Cn1cc([N+](=O)[O-])cn1)NCc1ccc(-n2cccn2)cc1
  -5	-15	-3	-0.6	5	-3	17	-1	19
Cc1ccc(NC(=O)c2ccccc2-c2ccccc2C(=O)O)cc1
  1	14	-3	1.4	9	0	-1	-3	-7
COc1cccc(NC(=O)CNS(=O)(=O)c2ccc3nc(C)sc3c2)c1
  -8	7	11	-1.0	14	11	-1	0	5
COc1ccnc(Oc2ccc(F)cc2)c1C(=O)N/C=N/OCc1ccc(F)cc1Cl
  -2	6	-2	-2.5	31	9	20	1	-6
O=Cc1ccc(N2CCCC2)c([N+](=O)[O-])c1
  -4	16	-2	-0.6	14	3	-3	-2	19
COc1ccc(OC)c(NC(=O)CN2C(=O)C3(OCCCO3)c3ccccc32)c1
  4	-5	-2	-1.0	19	-7	4	0	2
CC(C)[C@H](NS(=O)(=O)c1ccc(Cl)cc1)C(=O)OCC(=O)c1c(N)n(C)c(=O)n(C)c1=O
  3	-1	0	1.1	1	-8	8	1	0
O=C(O)c1[nH]c2ccccc2c1C(c1cc(Br)ccc1O)c1c(C(=O)O)[nH]c2ccccc12
  -4	-27	-5	-0.7	5	14	11	-3	-9
COc1ccccc1OC(C)C(=O)Nc1ccc2c(c1)OCCO2 (configuration not stated)
  -5	9	-2	-0.5	11	-6	-16	-4	11

More results:
Every second line gives: CXCR6 block	APJ antagonist	UPR XBP1 act	UPR CHOP act	tim23-1 inh	CCR6 antagonist	EBI2 antag	APJ agonist	Mdm2 MdmX PPI
CC1=C(C)C(=O)C(CCCCC#CCCCC#CCO)=C(C)C1=O
  -16	-18	-9	0.1	33	5	1	18	33
COc1cc(OC)c(-c2nn3c(C4CCCCC4)nnc3s2)cc1OC
  4	0	11	3.4	17	-22	-8	4	20
COc1ccc(N(C)S(=O)(=O)c2cccc(C(=O)OC(C)C(=O)NC3CCCCC3C)c2)cc1 (configuration not stated)
  -1	-28	-1	0.4	17	18	16	-6	16
N#CCSc1nc2ccccc2c(=O)n1CCCC(=O)NCC1CCCO1 (configuration not stated)
  7	-21	0	-0.4	1	2	-9	-2	-20
CCOC(=O)c1c(-c2ccc(OCC)cc2)csc1NC(=O)CCN1C(=O)c2ccccc2C1=O
  nt	5	0	0.6	8	nt	nt	-3	-8
NS(=O)(=O)c1ccc(NC(=O)COC(=O)CCC2CCCC2)cc1
  -2	0	-2	0.9	3	3	5	0	-4
Cc1ccc(S(=O)(=O)N2CCN(C(=O)CCCOc3cccc(C)c3)CC2)cc1
  -7	4	-4	-2.2	32	11	28	-1	-7
CCCn1c2ccc(F)cc2c2nnc(SCCN3CCCCC3)nc21
  11	6	3	1.5	-3	20	28	-3	8
Cc1ccc(C)n1-n1cnc2scc(-c3cccs3)c2c1=O
  7	-2	2	1.5	16	-7	11	-4	25
Cc1cc(C)c2nc3c(c(C(=O)O)c2c1)CCC3
  -13	0	-1	-1.5	-9	-7	10	-1	17
Cc1cccc(-n2c(C)nc3ccsc3c2=O)c1
  -10	0	1	-1.6	-6	7	5	-1	11
CC1CN(S(=O)(=O)c2cccc(C(=O)Nc3cc(Cl)ccc3N3CCOCC3)c2)CC(C)O1 (configuration not stated)
  3	4	6	-0.3	8	9	10	0	7
Cc1cc(C(=O)CN2CCCCC2)c(C)n1-c1ccc(F)cc1
  -7	6	4	2.0	15	5	0	0	-74
O=C(c1cccc(S(=O)(=O)N2CCOCC2)c1)N1CCOCC1
  0	4	0	1.7	0	-7	-14	-4	-1
O=C(Nc1ccccc1N1CCN(c2ccc(F)cc2)CC1)c1ccccc1
  0	13	-1	-0.2	15	12	3	-2	-3
CC1=C(C(=O)Nc2ccc(CC(=O)NCc3ccc(OC(C)C)cc3)cc2)SCCO1
  -8	5	-3	7.3	13	23	-7	-2	5
Cc1c(Cl)cccc1NC(=O)CNC(=O)C1CC(=O)N(C2CCCC2)C1 (configuration not stated)
  2	2	-2	0.4	-2	12	2	0	-13
COc1ccc2[nH]c(=O)c(CNc3ccccc3)cc2c1
  8	-37	12	3.2	8	14	6	-3	-62
N#CCCN(Cc1cccnc1)S(=O)(=O)c1ccc(S(=O)(=O)NC2CCCCC2)cc1
  -9	8	-6	-1.2	-12	3	-5	0	-2
Cc1ccc(C(=O)NCCc2ccc(S(N)(=O)=O)cc2)o1
  9	16	-3	-0.1	0	6	-3	-2	11
O=C(Nc1ccc(Cl)cc1C(=O)Nc1ccc(Br)cn1)c1ccco1
  8	-7	-2	-1.0	60*	3	-21	-3	23
Cc1ccc(OCC(=O)Nc2ccc3c(c2)C(=O)NC3=O)c(C)c1
  -4	1	-1	0.9	24	13	1	8	-3
Cc1ccc(C(=O)N/C(=C\c2ccc(-c3ccccc3[N+](=O)[O-])o2)C(=O)NCCN(C)C)cc1
  -11	-33	0	39	27	-19	-2	4	29
COc1cc(C(=O)NCCC(=O)NC2CCCCC2)cc(OC)c1OC
  -8	15	-1	0.0	-11	2	-9	5	-7
O=C(O)CCC(=O)N(Cc1ccco1)C1CC(=O)N(c2ccccc2)C1=O (configuration not stated)
  -3	2	-3	0.1	16	10	-14	1	-10
Cc1cc(SCC(=O)NC(=O)NCc2ccco2)nc2c(C)cccc12
  6	-2	-1	2.0	42	19	9	1	-17
CCCOc1ccc(NC(=O)C2OC3OC(C)(C)OC3C3OC(C)(C)OC23)cc1 (configuration not stated)
  nt	14	8	-1.5	-6	nt	nt	-4	9
Cc1cc(NC(=O)c2cc(-c3ccc(OC(C)C)cc3)nc3ccccc23)no1
  -3	18	-3	5.8	7	18	11	-4	-5
CCCCNS(=O)(=O)CCNCc1ccco1
  -1	nt	-1	0.0	30	2	0	nt	15
COc1cccc(C(=O)NCc2ccc3c(c2)OCO3)c1
  0	-6	-3	0.6	1	0	2	-2	18

Additional results
Every second line gives: CXCR6 block	APJ antagonist	UPR XBP1 act	UPR CHOP act	tim23-1 inh	CCR6 antagonist	EBI2 antag	APJ agonist	Mdm2 MdmX PPI
COc1cccc(C(c2sc3ncnn3c2O)N2CCN(C(=O)c3ccco3)CC2)c1 (configuration not stated)
  -7	-8	-3	2.1	4	-3	-3	5	18
COc1ccc(CNC(=O)C2CCCN(S(=O)(=O)c3cc(C)ccc3OC)C2)cc1 (configuration not stated)
  5	17	0	2.6	10	4	2	0	-3
CCCCN(Cc1ccccc1)S(=O)(=O)c1ccc2[nH]c(=O)oc2c1
  0	5	-1	0.4	2	4	-7	-3	-10
COc1ccc(NC(=O)CN(C)C(=O)CSc2ccc(Br)cc2)cc1
  -4	4	-2	-0.2	17	6	25	-2	12
COc1ccc(OCC(O)CNC(=O)c2ccc(OC)cc2)cc1 (configuration not stated)
  4	9	-5	-1.1	-1	12	21	-1	12
CCOC(=O)c1cn(Cc2ccccc2)c2cc(C)nn2c1=O
  3	9	-2	1.3	4	9	-18	-3	-3
Cc1ccc(S(=O)(=O)N(C)C)cc1NC(=O)CSc1ccc2c(c1)OCCO2
  1	5	-1	0.9	5	-3	-1	-4	5
COc1cc(NC(=O)c2ccc(Br)o2)ccc1NC(=O)c1ccccc1Cl
  -14	-16	-3	1.8	22	7	-5	4	-4
COc1cc2ccccc2cc1C(=O)NC1CCC(C)CC1 (configuration not stated)
  11	-1	3	4.3	20	18	65*	-4	-103
N/C(=N\OC(=O)Cc1ccc(-c2ccccc2)cc1)c1ccccn1
  4	-14	-2	0.6	30	-3	-7	6	26
COCc1ccc(C(=O)N2CCC(CCC(=O)Nc3cccc(C)c3)CC2)s1
  -7	6	-2	0.5	16	8	7	-1	-5

The list is partial; rates above refer to the full screens.
